PDI turbidity: inhibitors of human protein disulfide isomerase; PDI insulin aggregation turbidity, A650, 90 min; inhibition, % at 10 µM; P07237; hit rate 0.052% among 350,000;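 active means mean inhibition across replicates of 30% or more, whatever share of single replicates reach that level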;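 further: absorbance from insulin aggregation driven by PDI reduction with DTT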
Target sequence (P07237 whole entry, looked up): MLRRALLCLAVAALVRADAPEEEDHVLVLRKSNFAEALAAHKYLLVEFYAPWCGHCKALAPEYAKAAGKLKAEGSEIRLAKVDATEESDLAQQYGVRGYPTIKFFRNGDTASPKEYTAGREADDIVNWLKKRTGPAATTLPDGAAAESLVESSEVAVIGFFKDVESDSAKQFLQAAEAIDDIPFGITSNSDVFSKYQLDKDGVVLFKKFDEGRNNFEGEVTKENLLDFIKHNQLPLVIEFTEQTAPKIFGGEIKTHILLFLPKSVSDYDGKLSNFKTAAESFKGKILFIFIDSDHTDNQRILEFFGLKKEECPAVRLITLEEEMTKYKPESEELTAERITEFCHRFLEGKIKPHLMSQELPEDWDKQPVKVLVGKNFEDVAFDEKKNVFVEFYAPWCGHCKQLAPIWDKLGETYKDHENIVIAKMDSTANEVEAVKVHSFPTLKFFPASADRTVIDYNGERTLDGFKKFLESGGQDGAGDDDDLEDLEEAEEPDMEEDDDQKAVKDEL
CaV13 FRET inh: Primary screen for inhibitors of IQ motif and Ca2+-dependent inactivation inhibitor domain binding in CACNA1D, Förster resonance energy transfer in living cells, …; HEK cells, CFP/YFP FRET ICDI-IQ, plate reader, 10 min; percent FRET-ratio fall versus neutral wells; inhibition, % at 12.3 µM; hit rate 0.098% among 340,000; AID 743397;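 active means mean replicate inhibition of at least 30% and at least 1% of replicates passing that level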;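 further: 0% = median of the neutral control wells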
HTR2A ag: activates the mouse 5-HT2A serotonin receptor | hit rate 0.66% among 360,000 | CHO-K1 mHTR2A beta-arrestin complementation, luminescence; percent of 30 µM serotonin response | activation, % at 7.6 µM | P35363;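 active means activation above a run cutoff, the mean activation of all tested compounds plus 3 SD, cut at about 14% in these data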;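 further: 0% = plate median of compound wells and 100% = 30 µM serotonin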
Target sequence (P35363 whole entry, looked up): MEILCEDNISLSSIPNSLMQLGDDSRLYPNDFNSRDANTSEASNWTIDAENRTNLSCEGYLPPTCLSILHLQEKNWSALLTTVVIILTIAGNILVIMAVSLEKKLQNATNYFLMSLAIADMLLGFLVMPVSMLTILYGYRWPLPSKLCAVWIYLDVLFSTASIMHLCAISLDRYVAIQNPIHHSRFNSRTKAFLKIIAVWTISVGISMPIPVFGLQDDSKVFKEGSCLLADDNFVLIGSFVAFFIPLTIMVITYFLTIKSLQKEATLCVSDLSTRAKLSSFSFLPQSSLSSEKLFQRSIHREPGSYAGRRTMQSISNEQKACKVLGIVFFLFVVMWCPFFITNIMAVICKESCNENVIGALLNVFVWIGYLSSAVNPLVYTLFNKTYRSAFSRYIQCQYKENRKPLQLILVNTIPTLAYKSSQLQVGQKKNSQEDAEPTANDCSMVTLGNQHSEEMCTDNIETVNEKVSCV
HIF-2a block: blocks HIF-2a reporter activity | 786-0 RCC cells HIF-2a reporter, luciferase luminescence, overnight | inhibition, % at 18.8 µM | hit rate 0.72% among 360,000;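 active means inhibition of the luminescence signal of 40% or more relative to plate controls, in a single-dose primary screen at 18.75 µM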
H9c2 protect: myocardial damage modulation in H9c2 cells; H9c2 cardiomyocytes, H2O2 injury protection, ATPLite, 2 h; protection from H2O2 cell death, % at 20 µM; hit rate 0.63% among 360,000;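 active means compounds giving at least 50% protection of heart cells from peroxide-induced death in the single-dose screen, raw or plate-pattern-corrected value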;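 further: 0% = DMSO wells with peroxide and 100% = DMSO wells without peroxide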
TRPM1 prom inh: MITF TRPM1 promoter inhibition in SK-MEL-5 cells; SK-MEL-5 TRPM1 promoter luciferase, 24 h; inhibition, % at 12.5 µM; hit rate 0.83% among 330,000; AID 488899;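 active means mean inhibition across replicates of 60% or more, whatever share of single replicates reaches that level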; further: values of inactives mirror those of a sister screen read the other way
hiPSC survival: increases survival of single human iPS cells; hiPSC single-cell survival, ATPlite luminescence; 100% = ROCK inhibitor wells, 0% = DMSO; survival enhancement, % at 20 µM; hit rate 0.044% among 360,000; AID 602274; in the data active means survival enhancement above about 18%;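 further: cells exposed to compounds for 16 hours before the ATP read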
NR2E3 ag-1: human photoreceptor-specific nuclear receptor agonism. inhibition of corepressor binding, % at 3.98 µM. CHO-S Gal4-NCOR/VP16-NR2E3 two-hybrid, luciferase. AID 602229. hit rate 0.35% among 360,000. Q9Y5X4;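 active means inhibition above the mean of all tested compounds plus 3 SD, cut at about 70% in these data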;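 further: 0% = DMSO with NR2E3 transfected cells and 100% = cells lacking NR2E3 construct; higher means lower luciferase signal from less NR2E3 corepressor binding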
Shn3 inh set2: Schnurri-3 reporter inhibition in Clone20 osteoblasts; inhibition, % at 12.5 µM; hit rate 0.52% among 360,000; Clone20 osteoblast Shn3 3'UTR firefly luciferase, 24 h;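 active means mean inhibition of at least 75% with every replicate also reaching 75%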;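 further: 0% = median of neutral control wells and 100% = pilot-screen positive control compound; some compounds past the cut are filed as inactive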
NR2E3 ag-2: NR2E3 (human) agonism; Q9Y5X4; hit rate 0.12% among 320,000; inhibition of corepressor binding, % at 4.78 µM; AID 2300; GST-NR2E3/biotin-RetCOR TR-FRET, 1536-well;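 active means percent inhibition above the cutoff of mean plus 3 SD of all tested compounds, set per screening campaign, cut at about 20% in these data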;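 further: 0% = DMSO wells and 100% = biotin wells as full block of FRET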
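System: GST-tagged NR2E3 plus biotinylated RetCOR corepressor; Amount: 1.35 nM GST-tagged NR2E3 final; Dosing: single nominal compound dose of 4.8 µM; Schedule: 5 h incubation at 4 °C; Technique: TR-FRET with europium anti-GST and streptavidin-D2, 340 nm excitation; Controls: biotin wells as high control, 0.6% DMSO wells as low control.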
Peg3 prom inh: Peg3 promoter activity inhibition | HeLa PEG-Prom luciferase reporter, luminescence, overnight | inhibition, % at 20 µM | hit rate 1.7% among 360,000 | AID 588405;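 active means inhibition of at least 50% at 20 µM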
Starred values were filed as active, the others as inactive; · = no result given.

SMILES | PDI turbidity | CaV13 FRET inh | HTR2A ag | HIF-2a block | H9c2 protect | TRPM1 prom inh | hiPSC survival | NR2E3 ag-1 | Shn3 inh set2 | NR2E3 ag-2 | Peg3 prom inh
CC1=C(C(=O)Nc2nc3ccccc3s2)C(c2ccco2)C(C#N)=C(SCC(=O)NC2CCCCC2)N1 (centres undefined) | -5 | -5 | 0 | -5 | -10 | -14 | 0.5 | -29 | 0 | 0 | -3
CCCCC[C@H]1CN(CCCC)C(=O)[C@@H]1CC(=O)NCc1ccc(OC)cc1 | -2 | 20 | -6 | 7 | 4 | -4 | -0.6 | -6 | -6 | 4 | 16
O=C(NCc1ccncc1)C1CCN(C(=O)c2cccc(Cl)c2)CC1 | -4 | -7 | -1 | -5 | 7 | -7 | 0.7 | -5 | -24 | 2 | 0
Cn1cc(S(=O)(=O)N2CCN(c3ccccc3F)CC2)c(=O)n(C)c1=O | · | -3 | 3 | 4 | 3 | · | -2.1 | 6 | -2 | -1 | 0
O=C(c1ccc2c(c1)OCO2)N1CCCN(C(=O)c2ccc3c(c2)OCO3)CC1 | 7 | -7 | -2 | 11 | 3 | -5 | -0.2 | -24 | -2 | 4 | 21
COc1ccc(NS(=O)(=O)c2cccc(C(=O)N3CCOCC3)c2)cc1 | 18 | -12 | 4 | 2 | 0 | · | 0.1 | -13 | -4 | · | 8
CN(C)c1ccc(C(=O)N2CCN(C(=O)C3CCCO3)CC2)cc1 (centres undefined) | -5 | -3 | 0 | -6 | 9 | 2 | 1.6 | 3 | 5 | · | 6
O=C(COc1ccc2c3c(c(=O)oc2c1)CCC3)NC1CCN(Cc2ccccc2)CC1 | 4 | -7 | 0 | -11 | 0 | -2 | -0.6 | -15 | 0 | 3 | -13
CC1(C(=O)NCc2ccccc2Br)CCN1Cc1ccccc1OC(F)F (centres undefined) | 2 | -11 | -5 | 21 | -3 | · | 7.7 | -7 | 3 | · | 29
Cc1oc(-c2cccc(Cl)c2)nc1CS(=O)(=O)CC(=O)NC1CCCC1 | 1 | -2 | 10 | -5 | -2 | -4 | -0.5 | 14 | 14 | -3 | 18
COc1ccc(CNC(=O)C2(CC3CC(c4ccccc4)=NO3)CCN(C(=O)C3CCCC3)CC2)cc1 (centres undefined) | -17 | -11 | -14 | -5 | 2 | -17 | -0.9 | -9 | 26 | 3 | 2
CCOC(=O)C1=C(CC)NC2=C(C(=O)CCC2)C1c1ccc(OC)c(OC)c1 (centres undefined) | 9 | · | 0 | 7 | -11 | 13 | -0.6 | -3 | -9 | -3 | 7
O=C(c1cccc(NS(=O)(=O)c2cccc([N+](=O)[O-])c2)c1)N1CCOCC1 | -3 | -2 | 0 | 15 | -5 | -4 | 1.9 | 0 | 5 | 1 | -8
O=c1cc(-c2ccc([N+](=O)[O-])cc2)nc2cc(-c3ccc(F)cc3)[nH]n12 | 8 | -16 | 1 | 5 | 18 | -10 | -1.1 | -40 | 12 | 0 | 0
Cn1nc(C(=O)N2CCc3ccccc3C2)c2ccccc2c1=O | -5 | 0 | -5 | 2 | 11 | 4 | -4.5 | 17 | -1 | -1 | 10
COc1ccc(NC(=O)CCS(=O)(=O)c2ccc(Cl)cc2)cc1 | -12 | -5 | 1 | 7 | -4 | -1 | 0.3 | -27 | 10 | 3 | -18
COc1ccc(-c2sc3ccc(N4CCOCC4)cc3c2C#CCO)cc1 | -1 | -5 | -3 | -27 | -9 | 28 | -2.3 | -5 | -4 | · | 22
CCOc1ccccc1N(C(=O)c1ccccc1Cl)C1=NC(C)(C)CS1 | 12 | -2 | -5 | 10 | -9 | 3 | 0.6 | -5 | 20 | 0 | 12
CC(=O)c1ccc(OC(=O)CN2C(=O)c3ccccc3C2=O)cc1 | -6 | -20 | 5 | 6 | 1 | 12 | -0.5 | -22 | 1 | 1 | 13
C[C@H](CO)N1C[C@H](C)[C@@H](CN(C)S(=O)(=O)c2ccc(F)cc2)Oc2c(NC(=O)Nc3ccc4c(c3)OCO4)cccc2C1=O | 20 | -12 | -4 | -8 | 17 | -9 | 0.0 | -58 | -27 | · | -5
O=C(Oc1ccc2ccc(=O)oc2c1)c1ccco1 | 0 | -2 | -1 | 13 | -2 | 7 | 0.6 | 9 | -4 | 2 | 7
C=CCn1c(C)cc(C(=O)COC(=O)c2cncc(Br)c2)c1C | 8 | -1 | 1 | -103 | -14 | -94 | 1.1 | -28 | -125 | 1 | -219
Cc1cc(C)cc(C(=O)OCC(=O)NCc2cccs2)c1 | 23 | 8 | 0 | 8 | 0 | 5 | 2.7 | 13 | 13 | 2 | 22
O=C(O)C1NCCc2ccccc21 (centres undefined) | -1 | · | -7 | -14 | -2 | 1 | 0.8 | 2 | -11 | 3 | -14
COCc1ccc(C(=O)N2CCCC(Nc3ccc4c(c3)OCCO4)C2)o1 (centres undefined) | -5 | -2 | 5 | -7 | 3 | -3 | -0.5 | -6 | 4 | 0 | -22
CCOc1ccc(S(=O)(=O)N(CC(=O)NC2CCCCC2C)Cc2ccco2)cc1 (centres undefined) | -1 | -5 | 7 | -17 | -2 | 6 | -1.3 | 23 | 20 | -1 | 13
O=C(NCc1cccs1)C1CCCN1S(=O)(=O)c1ccccc1F (centres undefined) | 7 | -4 | 3 | 17 | 5 | -7 | -0.2 | -1 | 20 | -1 | 5
COc1cccc(C(=O)Nc2ccc3c(C)cc(=O)oc3c2)c1 | -33 | -6 | 2 | -253 | -4 | -20 | 0.5 | -172 | -48 | · | -295
CCOC(=O)C1CCN(Cc2ccc(OCc3ccccc3)cc2)CC1 | 5 | 2 | 8 | -25 | -2 | 1 | 0.0 | 2 | -3 | -1 | -39
O=C(C[C@@H]1C[C@H]2c3cc(NC(=O)NC4CCCCC4)ccc3O[C@H]2[C@H](CO)O1)NC1CCCCC1 | 6 | -8 | -3 | 2 | -16 | · | 1.9 | -16 | -25 | · | 11

Compound profiles, from the list above. Order of screens: PDI turbidity, CaV13 FRET inh, HTR2A ag, HIF-2a block, H9c2 protect, TRPM1 prom inh, hiPSC survival, NR2E3 ag-1, Shn3 inh set2, NR2E3 ag-2, Peg3 prom inh
Profile of Cc1cc(C)cc(C(=O)OCC(=O)NCc2cccs2)c1 = 23, 8, 0, 8, 0, 5, 2.7, 13, 13, 2, 22
Profile of COCc1ccc(C(=O)N2CCCC(Nc3ccc4c(c3)OCCO4)C2)o1 (centres undefined) = -5, -2, 5, -7, 3, -3, -0.5, -6, 4, 0, -22

Continuation:
SMILES | PDI turbidity | CaV13 FRET inh | HTR2A ag | HIF-2a block | H9c2 protect | TRPM1 prom inh | hiPSC survival | NR2E3 ag-1 | Shn3 inh set2 | NR2E3 ag-2 | Peg3 prom inh
COc1ccc(S(=O)(=O)n2cnc3ccccc32)cc1 | -1 | -4 | -3 | 11 | 8 | 1 | 0.3 | -13 | 3 | -3 | 7
C/C=C/c1ccc(OCC(=O)N(C)CC(=O)Nc2ccc(F)cc2)c(OC)c1 | 1 | -7 | 0 | 4 | 4 | 13 | -0.5 | 9 | 16 | -1 | 1
O=C(O)CSc1nc2sc3c(c2c(=O)n1-c1ccccc1)CCC3 | -6 | -6 | -1 | 9 | 5 | 10 | 0.1 | -11 | 7 | 5 | 0
CCOC(=O)CCC(NC(=O)CCC(=O)NC(CCC(=O)OCC)C(=O)OCC)C(=O)OCC (centres undefined) | 10 | -4 | 4 | 8 | -3 | 10 | 4.2 | -1 | -15 | 2 | 28
Cn1c(CN2CCOCC2)nc2cc(NC(=O)c3ccccc3Cl)ccc21 | 9 | -5 | 4 | -71 | 2 | -9 | -2.9 | 5 | -6 | -2 | -20
Cc1ccc(NC(=O)c2cc([N+](=O)[O-])ccc2N2CCCC2)cc1 | 16 | -3 | -5 | 22 | 8 | 16 | 1.6 | -12 | 14 | 0 | 20
CCN(CC(=O)Nc1ccc(NC(C)=O)cc1)C(=O)c1ccccc1SCC(=O)N1CCCC1 | -10 | -16 | 4 | 8 | 46 | -5 | -0.2 | 12 | -15 | 0 | 0
O=C(/C(=C/c1ccccc1)n1cncn1)c1ccc(Cl)cc1Cl | -11 | -5 | 2 | 30 | 3 | 5 | -1.4 | -2 | 2 | 0 | 38
CCN1C(=O)/C(=C/c2ccc(N3CCCC3)cc2)NC1=S | -8 | -15 | 2 | -108 | -18 | -53 | -0.4 | 6 | 37 | -2 | -118
Cc1nc2ccc(NC(=O)CSc3ccccc3)cc2s1 | -3 | -3 | 12 | -298 | -4 | -95 | 0.3 | -19 | -154 | · | -348
COc1ccc(C/C(O)=C(\C#N)c2nc3ccccc3[nH]2)cc1OC | -15 | -2 | -1 | 4 | 28 | -4 | 2.4 | -30 | -7 | -1 | 10
O=C(CN1C(=O)CSc2ccc(S(=O)(=O)N3CCCCCC3)cc21)NCCc1ccccc1 | 2 | -5 | 2 | -6 | 10 | 2 | -1.8 | -26 | -86 | · | 3
Cc1ccc(C(C(=O)NC2CCCC2)N(C(=O)CNC(=O)c2cccs2)c2cccnc2)o1 (centres undefined) | 1 | -4 | 1 | 15 | 9 | 5 | -2.4 | -3 | 5 | -3 | 0
COC(=O)c1cccc2nc3c(C(C)O)cccc3nc12 (centres undefined) | · | · | 0 | -25 | 5 | 1 | 4.3 | -18 | -22 | -2 | -7
CCOC(=O)c1c(C)sc2c1N(C(=O)CN(CC)CC)c1ccccc1S2 | 3 | -5 | -4 | 5 | 0 | -3 | -2.2 | -25 | 13 | -2 | 12
CC(=O)N1CCC(C(=O)Nc2ccc(S(=O)(=O)N3CCCC(C)C3)cc2)CC1 (centres undefined) | -3 | -1 | 0 | 9 | -4 | 4 | 1.3 | 3 | -5 | · | 26
COc1ccc(N(C)S(=O)(=O)c2cccc(C(=O)NCC3CCCCC3)c2)cc1 | -4 | 10 | 0 | 17 | -6 | -1 | -0.5 | 0 | 15 | · | 11
O=C(Nc1cccc(-n2cnnn2)c1)c1ccc(C(F)(F)F)cc1 | 1 | -6 | -10 | -31 | 1 | 1 | 0.2 | -1 | 6 | -2 | -31
CC(=O)N1CCC[C@H]1C(=O)O | 5 | -1 | 1 | 7 | 3 | 4 | 0.2 | -45 | 0 | 1 | 9
COC(=O)c1ccc(CSc2nnc(-c3c[nH]c4ccccc34)n2-c2ccccc2)cc1 | 6 | -4 | -3 | -52 | -6 | 17 | -0.2 | -73 | 22 | 0 | 0
O=C(Nc1ccccc1)C1CCN(S(=O)(=O)c2cccs2)CC1 | -5 | -2 | -1 | -6 | 1 | 11 | -0.7 | -9 | 14 | -2 | 3
COc1ccc(NC(=O)CN(c2ccc(OC)c(Cl)c2)S(=O)(=O)c2ccccc2)c(OC)c1 | -7 | -2 | -8 | 13 | -2 | 6 | -0.7 | -28 | 1 | 2 | 29
COc1ccc2nc3cc(Cl)ccc3c(Nc3cc(CN4CCCC4)c(O)c(CN4CCCC4)c3)c2n1 | -1 | -5 | -1 | 14 | 50* | · | -3.9 | -8 | -9 | -9 | 97*

Bioassay records: PubChem BioAssay, several laboratories
